mcGAS lum: cyclic GMP-AMP synthase inhibitors, mouse, primary biochemical chemiluminescence; Q8C6L5; recombinant cGAS, Kinase-Glo ATP depletion luminescence; inhibition, % at 12.5 µM; hit rate 0.15% among 160,000; AID 1259399, 2018;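 also: 0% = negative control wells and 100% = reference inhibitor with no enzyme activity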
hcGAS inh: Primary biochemical luminescence assay for human cyclic GMP-AMP synthase inhibitors | AID 1259398, 2018 | inhibition, % at 12.5 µM | Q8N884 | hit rate 0.081% among 290,000 | recombinant h-cGAS, ATP depletion, Kinase-Glo luminescence;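 also: 0% = vehicle reaction and 100% = reaction without DNA for no activity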
Target sequence (Q8N884 whole entry, looked up): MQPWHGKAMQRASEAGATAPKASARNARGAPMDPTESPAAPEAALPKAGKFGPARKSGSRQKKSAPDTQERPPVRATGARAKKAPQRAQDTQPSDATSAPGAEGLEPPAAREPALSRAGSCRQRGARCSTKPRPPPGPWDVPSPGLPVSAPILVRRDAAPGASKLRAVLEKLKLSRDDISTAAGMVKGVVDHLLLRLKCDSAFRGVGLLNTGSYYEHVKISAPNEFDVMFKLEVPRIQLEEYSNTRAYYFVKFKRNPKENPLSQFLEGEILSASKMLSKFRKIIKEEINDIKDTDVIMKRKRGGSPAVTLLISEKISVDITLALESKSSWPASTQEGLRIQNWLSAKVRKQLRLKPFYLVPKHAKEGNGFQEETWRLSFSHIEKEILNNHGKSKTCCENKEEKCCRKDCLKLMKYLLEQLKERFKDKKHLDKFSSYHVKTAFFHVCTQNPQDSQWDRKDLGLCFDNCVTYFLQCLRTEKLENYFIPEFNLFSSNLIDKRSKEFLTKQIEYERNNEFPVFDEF
NPYLR7 ag: agonists of mosquito NPYLR7 receptor, primary screen, cell-based, Aedes aegypti, calcium fluorescence, mosquito biting behavior; Aedes aegypti neuropeptide Y-like receptor 7 (NPYLR7); HEK293T NPYLR7/Galpha15, GCaMP6s calcium fluorescence; activation, % at 10 µM; hit rate 0.15% among 270,000; AID 1259423, 2018; in the data active = activation above about 40%;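 also: 0% = vehicle and 100% = reference agonist at the receptor; some compounds past the cut are filed as inactive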
* marks the source's active call; other numbers are inactive results; nt = no result given; & = joins results of further samples. Rule as the data show it, unless noted: active = inhibition above about 40%; inactive = the rest.

mol	mcGAS lum	hcGAS inh	NPYLR7 ag
CC(C(=O)NCc1ccccc1OCCO)c1ccc(Cl)s1 (stereo not given)	nt	-6	7
CCc1nc2ccc(C(=O)N3CCN(S(=O)(=O)CC)CC3)cn2c1N(C)Cc1cccs1	-3	-7	1
Cc1ccc(-c2nn(CC(=O)Nc3ccccc3F)c(=O)c3nc(C)sc23)c(C)c1	-8	-1	1
CCOC(=O)c1cc(-c2cccc(NC(=O)C3CCCCC3)c2)n(-c2ccccn2)n1	-4	-2	21
CC=CCn1c(=O)c2c(nc3n2CC(C)=NN3Cc2ccccc2C)n(C)c1=O	nt	-4	27
COCCCN(C)C(=O)NC(C)c1nc(C(C)(C)C)cs1 (stereo not given)	3	6	-3
Cc1ccc(CCNC(=O)C2CCC(=O)N(Cc3ccccn3)C2)o1 (stereo not given)	nt	-4	-1
C=CCN1C[C@@H]2C[C@@H](C(=O)NC)N(C(=O)CC3CCCC3)c3cccc(c32)C1=O	-4	-8	4
Cc1cc(Nc2ccccc2)nc(N2CCN(C(=O)C3CCCCC3)CC2)n1	nt	-8	2
CO[C@H]1C(=O)N(C)C2(CCN(C(=O)OCC(C)(C)C)CC2)[C@@H]1C(=O)Nc1ccccc1	-5	-1	26
OC(CN1CCOCC1)CN(Cc1ccccc1)CC1CC(c2ccc(Cl)cc2)=NO1 (stereo not given)	-3	-1	-4
CCCn1c(C(=O)N2CCN(C(=O)OCC)CC2)cc2c(OCC)cccc21	-4	-6	nt
O=C(c1ccccc1Cl)N(Cc1ccccc1F)N1C(=O)C2CCCCC2C1=O (stereo not given)	nt	-2	-10
O=C(CC1C(=O)NC2(CCCC2)CN1Cc1ccc(Cl)cc1)NCc1nc2ccccc2s1 (stereo not given)	nt	-4	17
O=C(c1cn(Cc2ccccc2Cl)nn1)N1CCSCC1	nt	-13	21
O=C(c1ccoc1)N1CCN(c2nc3ccccc3c3nnc(-c4ccccc4)n23)CC1	-3	0	nt
CN(C)c1ccccc1N(C)Cc1nnc(C2CCC2)o1	nt	5	5
CCCCN(C(C)=O)c1c(CC)nc2ccc(C(=O)NCCCn3ccnc3)cn12	-4	-11	-7
C=CCOC(CN1CCN(C(=O)c2c(Cl)cccc2Cl)CC1)c1cccc(N2CCCC2)c1 (stereo not given)	-5	-8	4
COc1cccc(-c2c(C#N)c(N)nc3c2c(C)nn3-c2ccccc2)c1O	nt	6	-2
CCOc1ccc2nc(Nc3nc(C)cc(C(F)(F)F)n3)nc(C)c2c1	nt	-4&7	5&1
Cn1nnnc1SCc1ccc(CSc2nnnn2C)cc1	nt	2	-3
O=C(c1ccc(OC(F)F)cc1)N1CCOC(COCc2ccccc2F)C1 (stereo not given)	nt	-2	25
CC1(C(=O)NS(C)(=O)=O)CCN1C(=O)Cc1ccsc1 (stereo not given)	nt	0	0
CCOC(=O)C1(C)CCN1C(=O)c1ccccc1 (stereo not given)	-9	-13	6
COC(=O)c1cnc(NC(=O)C2(C)CCN2C(=O)C(C)C)s1 (stereo not given)	-7	-15	5
Cc1nc2c(c(N3CC(C)OC(C)C3)n1)CN(C(=O)Nc1ccc(Br)cc1)CC2 (stereo not given)	-6	-17	-8
O=C(c1ccc[nH]1)N1CCCC(CCc2ccc(F)cc2F)C1 (stereo not given)	-10	-3	5
Cc1c(C(=O)N(C)C)cnc2c(-c3ccc(C(C)C)cc3)cnn12	-9	-17	8
Cc1cc(C(=O)N2CCCC(CCc3c(F)cccc3F)C2)no1 (stereo not given)	nt	-14	8

17 structures already listed, ordered by formula weight, high to low.
mol	mcGAS lum	hcGAS inh	NPYLR7 ag
O=C(CC1C(=O)NC2(CCCC2)CN1Cc1ccc(Cl)cc1)NCc1nc2ccccc2s1 (stereo not given)	nt	-4	17
Cc1nc2c(c(N3CC(C)OC(C)C3)n1)CN(C(=O)Nc1ccc(Br)cc1)CC2 (stereo not given)	-6	-17	-8
OC(CN1CCOCC1)CN(Cc1ccccc1)CC1CC(c2ccc(Cl)cc2)=NO1 (stereo not given)	-3	-1	-4
O=C(c1ccoc1)N1CCN(c2nc3ccccc3c3nnc(-c4ccccc4)n23)CC1	-3	0	nt
O=C(c1ccccc1Cl)N(Cc1ccccc1F)N1C(=O)C2CCCCC2C1=O (stereo not given)	nt	-2	-10
CCCCN(C(C)=O)c1c(CC)nc2ccc(C(=O)NCCCn3ccnc3)cn12	-4	-11	-7
O=C(c1ccc(OC(F)F)cc1)N1CCOC(COCc2ccccc2F)C1 (stereo not given)	nt	-2	25
COc1cccc(-c2c(C#N)c(N)nc3c2c(C)nn3-c2ccccc2)c1O	nt	6	-2
CCOc1ccc2nc(Nc3nc(C)cc(C(F)(F)F)n3)nc(C)c2c1	nt	-4&7	5&1
Cc1cc(C(=O)N2CCCC(CCc3c(F)cccc3F)C2)no1 (stereo not given)	nt	-14	8
COC(=O)c1cnc(NC(=O)C2(C)CCN2C(=O)C(C)C)s1 (stereo not given)	-7	-15	5
O=C(c1cn(Cc2ccccc2Cl)nn1)N1CCSCC1	nt	-13	21
Cc1c(C(=O)N(C)C)cnc2c(-c3ccc(C(C)C)cc3)cnn12	-9	-17	8
O=C(c1ccc[nH]1)N1CCCC(CCc2ccc(F)cc2F)C1 (stereo not given)	-10	-3	5
CC1(C(=O)NS(C)(=O)=O)CCN1C(=O)Cc1ccsc1 (stereo not given)	nt	0	0
CN(C)c1ccccc1N(C)Cc1nnc(C2CCC2)o1	nt	5	5
CCOC(=O)C1(C)CCN1C(=O)c1ccccc1 (stereo not given)	-9	-13	6

Next part:
mol	mcGAS lum	hcGAS inh	NPYLR7 ag
C=CCc1cccc2cc(C(=O)NCc3ccco3)c(=O)oc12	-4	-8	0
Fc1ccccc1NC(=S)NCC1COc2ccccc2O1 (stereo not given)	-8	-6	6
COC(=O)c1c(C)[nH]c(C(=O)N2CCCc3c(NC(C)=O)cccc32)c1C	-14	-10	-7
Cc1cc(C)c2c(=O)[nH]c(SCc3ccccc3C)nc2n1	nt	-6	2
CCc1ccc(S(=O)(=O)Nc2cccc(-c3ccc4nncn4n3)c2)s1	-7	-4	-10
CC(C)Nc1ccc(C(=O)NCCc2cccc(Cl)c2)cn1	-3	-3	22
c1ccc(C(c2ccccc2)c2nc(-c3ccncc3)no2)cc1	-5	-2	12
Cc1cnc(NC(=O)CCOc2cccc(Br)c2)s1	nt	2	-1
CCc1nc2n(n1)C(=O)C(C(c1cccc(Br)c1)N1CCN(CCO)CC1)S2 (stereo not given)	-5	-3	-5
O=C(Nc1c(-c2ccccc2)nc2ccccn12)c1ccc(-c2ccccc2)cc1	-9	-10	-3
Cc1cccc(N2CCN(CC3(O)CCCN(CC4CCC4)C3=O)CC2)n1 (stereo not given)	nt	-5	5
O=C(NC1CCCCC1)c1cc(-c2ccc(F)cc2)n2nc(-c3ccccc3)cc2n1	-9	-6	13
COC(=O)c1c(O)nc2ccccn2c1=O	nt	-6	-4
COc1cccc(CSc2nnc(NC(=O)c3cccc(Cl)c3)s2)c1	-5	-5	23
O=C(NCCn1nc(-c2ccccc2)ccc1=O)Nc1ccccc1F	-10	-6	7
c1ccc2c(c1)CCN2c1nc2ccccc2n2cnnc12	-6	-6	6
CCC(C)N(C)C(=O)NCCc1ccc(S(C)(=O)=O)cc1 (stereo not given)	nt	-10	9
Cc1ccc(-n2nc3c(c2NC(=O)c2cc(C)cc(C)c2)CS(=O)C3)cc1 (stereo not given)	nt	-9	-1
CC(C)(C)CC(C)(C)NC(=O)c1ccc(C#N)cc1	nt	-12	1
CC(C)Oc1ccccc1C(=O)N(C)c1ccc(Br)cn1	nt	-5	7
COc1ccc(-n2c(SCC(=O)NCC3CCCO3)nc3c([nH]c4ccccc43)c2=O)cc1OC (stereo not given)	-6	5	-7
COc1cc(-c2cncc(NC(C)=O)n2)ccc1O	nt	-13	4
Cc1nc(-n2nc(-c3ccco3)cc2NC(=O)c2ccc(F)c(F)c2)[nH]c(=O)c1C	nt	-4	-2
CCOC(=O)CNc1c(-c2ccc(O)cc2)nc2cc(C)ccn12	nt	-2	32
CC(C)c1csc(CN2CCN(c3ccc(C(N)=O)cn3)CC2)n1	-16	-4	1
c1cn(CCCn2ccnc2-c2cnc[nH]2)cn1	-19	-5	7
CCOC(=O)CC1CCCCN1C(=O)Nc1cccc(SC)c1 (stereo not given)	nt	-1	6
CC(C)N(CC(=O)Nc1cc(-c2ccccc2)nn1-c1ccc(F)cc1)C(=O)c1cccc(C(F)(F)F)c1	-5	-11	nt
O=C(Cn1cnc2sc3c(c2c1=O)CCC3)N1CCCC1	-4	-3	7
CCN(CC)c1ccc(CN(C(=O)COC)C(C)C)c(OS(=O)(=O)c2ccc(OC)cc2)c1	-10	-7	14
O=C1[C@H](CCC(O)c2ccc(F)cc2)[C@@H](c2ccc(O)cc2)N1c1ccc(F)cc1 (stereo not given in full)	nt	-1	-2
Cc1nonc1C(=O)N1CCc2c([nH]c3ccccc23)C1C1CCCCC1 (stereo not given)	-5	-3&-4	3&-8
COc1ccccc1C(=O)NN=C1N=NC(C)C(=O)N1 (stereo not given)	nt	-4	12
O=C(CSc1ccc2nnc(-c3ccccn3)n2n1)N1CCCCC1	-1	-1	1
Cc1ccccc1-c1noc(Cn2ccn3nc(-c4cccs4)cc3c2=O)n1	-7	-5	-2
Cc1cccnc1CC(C)NC(=O)C1(c2ccccc2F)CC1 (stereo not given)	nt	-6	15
N#CC1(C#N)[C@@H]2c3ccccc3C=CN2[C@@H](C(=O)c2ccc(F)cc2)[C@@H]1c1cccc(F)c1	6	-3	12
CO[C@H](c1ccccc1)c1n[nH]c(CCc2ccccc2)n1	-11	-5	27
Cn1ccnc1-c1nccn1-c1ccc(OCC2CCCO2)cc1 (stereo not given)	-19	-3	26
Cc1cc(C)c2[nH]c(C)c(CC(=O)NCCSc3ncn[nH]3)c2c1	-8	1	-1
CC(=O)NCCNC(=O)c1ccc2nc(C)c(N(C)CC3CCCCC3)n2c1	-4	-8	-5
CCC(NC(=O)C1(COC)CCC1)c1ccnn1C (stereo not given)	-4	-9	nt
COc1ccc(C(=O)N2CC(=O)N3CCc4cc(F)ccc4C3C2)cc1OC (stereo not given)	-7	-5	27
N#CC1C(N)=NC(N2CCOCC2)=NC12CCCCC2 (stereo not given)	-5	-15	nt
CCCN1CCN(C(=O)c2cn(CC3CCCO3)cc3c(=O)n(-c4ccccc4)nc2-3)CC1 (stereo not given)	-12	-2	-3
COc1ccc2c(c1)OC/C(=C/c1ccc(O)c(O)c1)C2=O	37	-8	nt
CCN(CC)C(=O)Cn1cc(SCc2ccccc2)c2ccccc21	-7	-7	-2
CC(=O)Nc1ccc(S(=O)(=O)N2CCC[C@@H]2C(=O)NCCCNC(=O)c2ccccc2)cc1	-8	-5	20
OCCOc1ccccc1O	-2	0	2
O=C(Nc1ccc(Oc2ccccc2)cc1)C1CC(=O)N(C2CC2)C1 (stereo not given)	nt	-8	2
NC(=O)[C@@H]1CCCN1C(=O)c1cccc(N)c1Nc1ccccc1	-2	-2	-1
Cc1oc(C)c(-c2ccoc2)c1C(=O)Nc1ccc2ncsc2c1	2	-2	2
CC1CCC(NC(=O)CN2CCC(c3nc4ccccc4o3)CC2)CC1 (stereo not given)	-8	-9	1
Cc1nn(CN2CCCC2c2cccs2)c(C)c1S(=O)(=O)N1CCCCC1 (stereo not given)	-5	-9	-1
O=C(CCn1ccnc1)N1C[C@H]2COCC[C@@]2(O)[C@@H]2COCC[C@@H]21	-4	-8	nt
C=Cc1ccc(CC2(C)C(=O)Nc3ccc(OC)cc32)cc1 (stereo not given)	-2	1	7
CCCCNC(=O)CN1CCN(C(=O)Cn2c(=O)nc(-c3ccccc3)c3ccccc32)CC1	-4	-5	-4
CCOC(=O)Cn1ncc2c1CCN(C(=O)CC(C)(O)C(F)(F)F)C2 (stereo not given)	nt	-4	2
COCC(=O)N1CCN(c2ncnc3c2nnn3-c2ccc(OC)cc2)CC1	-7	-4	-9
Cc1cn(CC(=O)N(C)Cc2ccccn2)c2ccccc12	nt	-6	11

(listing goes on)
mol	mcGAS lum	hcGAS inh	NPYLR7 ag
Cc1oc2ccc(O)c(CN3CCOCC3)c2c1C(=O)NC1CCCC1	-7	-9	13
CC1CCC(NS(=O)(=O)CCn2cnc3ccccc32)CC1 (stereo not given)	0	-1	-5
O=C(O)c1ccc(-c2ccccc2CN2CCOCC2)cc1Cl	nt	-7	8
CC(Sc1n[nH]c(-c2ccccc2Br)n1)c1cccnc1 (stereo not given)	-13	-7	-2
CCOC(=O)c1ccc(NC(=O)CSc2nnc(NC(=O)c3c(F)cccc3F)s2)cc1	nt	4	-8
CC(C)CNC(=O)C(NC(=O)CC(C)C)C1CCN(C(=O)Cc2ccccc2)CC1 (stereo not given)	-3	-2	-4
Cc1cccc(C)c1Oc1ncccc1CNC(=O)Cc1ccn(C)c1	-16	-5	0
CCn1nc(C)cc1C(=O)Nc1ccc(NCc2ccccn2)cc1	nt	-4	-5
CCC1=NOC(CNC(=O)CC2CCN(C(C)C)CC2)C1 (stereo not given)	-7	-16	nt
